Assay outcomes as filed in PubChem.
IMPase inh – IMPase inhibition in cells; P97697; CHO-M1 cells, IP1 accumulation, HTRF TR-FRET ratio; inhibition (IP1 accumulation), % at 46.1 µM; 120,000 tested, under 10 active; active = well fitted curve in the direction sought with a large enough effect in the signal ratio, not every such curve was filed as active; inconclusive = small, poorly fitted or top-dose-only effect, or a change in a side signal; inactive = no such curve, though single readings can be large or run the other way; the % refers to the signal ratio;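 also: cells stimulated with carbachol in lithium chloride buffer; plate controls were DMSO basal wells for no effect and reference inhibitor wells for full effect; higher means more IMPase inhibition seen as more IP1 and lower FRET ratio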
Target sequence (P97697 whole entry, looked up): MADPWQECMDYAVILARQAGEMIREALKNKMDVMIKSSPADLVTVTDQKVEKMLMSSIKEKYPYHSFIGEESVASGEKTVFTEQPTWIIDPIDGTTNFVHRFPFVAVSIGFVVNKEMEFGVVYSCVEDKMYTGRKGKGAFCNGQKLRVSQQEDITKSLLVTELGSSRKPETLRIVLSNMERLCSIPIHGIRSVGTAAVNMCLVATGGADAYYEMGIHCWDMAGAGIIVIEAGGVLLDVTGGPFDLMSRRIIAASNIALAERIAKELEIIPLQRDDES
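Seeded CHO-M1 cells were dosed with compound at up to 46 uM, stimulated with carbachol for 30 min, then lysed in IP-One detection reagents. Higher IP1 lowers the TR-FRET signal.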
15-hLO-2 inh – blocks human 15-lipoxygenase 2 activity. 0.56% of 110,000 active. Potency, µM (series often up to 57.1 µM), for the others: at the top dose activity change, negative = inhibition, usual class: inhibitors. AID 881. purified 15hLO-2, xylenol orange hydroperoxide absorbance; also: potency is read from the fitted curve at half-maximal effect; nearly all actives have a fitted effect of over 60% in size; many of its hits are not listed in these tables
Target sequence (O15296 whole entry, looked up): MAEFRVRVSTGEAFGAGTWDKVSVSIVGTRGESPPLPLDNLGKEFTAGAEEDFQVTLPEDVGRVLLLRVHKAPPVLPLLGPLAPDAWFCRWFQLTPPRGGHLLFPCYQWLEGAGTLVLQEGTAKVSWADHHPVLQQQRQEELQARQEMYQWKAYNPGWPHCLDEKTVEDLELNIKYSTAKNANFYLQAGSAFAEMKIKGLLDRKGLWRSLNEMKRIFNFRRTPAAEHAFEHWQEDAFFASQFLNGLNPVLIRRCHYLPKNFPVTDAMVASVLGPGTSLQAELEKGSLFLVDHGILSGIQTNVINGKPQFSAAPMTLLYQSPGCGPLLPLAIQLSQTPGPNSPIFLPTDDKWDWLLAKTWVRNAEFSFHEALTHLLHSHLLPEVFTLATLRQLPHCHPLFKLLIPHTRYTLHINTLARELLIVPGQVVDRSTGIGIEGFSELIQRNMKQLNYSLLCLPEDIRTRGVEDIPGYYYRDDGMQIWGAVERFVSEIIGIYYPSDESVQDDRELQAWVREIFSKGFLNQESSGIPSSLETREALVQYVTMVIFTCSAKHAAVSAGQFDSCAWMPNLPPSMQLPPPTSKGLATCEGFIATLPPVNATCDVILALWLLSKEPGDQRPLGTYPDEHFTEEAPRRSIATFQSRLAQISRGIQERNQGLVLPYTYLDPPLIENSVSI
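Purified human 15hLO-2 (50 nM) preincubated 15 min with compound, then 45 uM arachidonic acid for 90 min at RT in 25 mM Hepes pH 7.5, 0.01% Triton X-100. Hydroperoxide detected by Fe-xylenol orange; 573/405 nm absorbance ratio.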
PNC inhibitor – perinucleolar compartment assembly inhibition; 3.1% of 140,000 active; PC3M PTB-GFP, PNC prevalence imaging, 16 h; hits give low values; activity change (PNC), negative = inhibition, % at 10 µM;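 active = readout at or below -70, meaning at least 70% loss of cells showing the perinucleolar compartment, a nuclear body marking cancer cells; inconclusive = readout between -30 and a set limit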;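 also: plate controls were DMSO wells for no effect and camptothecin positive control wells for full effect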
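Read-out is percentage of cells bearing a perinucleolar compartment, from automated 20x imaging of fixed, Hoechst-stained PC3M PTB-GFP cells. Cells were seeded 4 h, then exposed 16 h to compound (23 nl of library stock) in duplicate plates.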
12-hLO inh – 12-hLO (ALOX12) enzyme inhibition; P18054; purified 12-hLO, xylenol orange hydroperoxide absorbance; Potency, µM (top dose mostly 57.1 µM), without a hit: at the highest dose activity change, negative = inhibition, actives largely listed as inhibitors; 0.12% of 150,000 active; AID 1452; also: potency is read from the fitted curve at half-maximal effect; nearly all actives have a fitted effect of over 55% in size; many of its hits are not listed in these tables
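Hydroperoxide formation by human 12-lipoxygenase from 40 uM arachidonic acid was followed colorimetrically via ferric-xylenol orange complex, using the 573/405 nm absorbance ratio. Enzyme concentration was 150 nM, with 30 min reaction at room temperature.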
Starred values were filed as active, the others as inactive; ? = inconclusive; . = not tested or not shown; [ ] = another dose, or the depositor's remark. Unless noted, calls follow the shape of the dose curve; as a rule, active = well fitted curve in the direction sought with a large enough effect; inconclusive = small, poorly fitted or top-dose-only effect, or another doubt; inactive = no such curve, though single readings can be large; an effect the other way counts as inactive or inconclusive. Unless noted, % is scaled to controls: 0 for no effect and ±100 for the full control effect. The list is partial; rates above refer to the full screens.

SMILES	IMPase inh	15-hLO-2 inh	PNC inhibitor	12-hLO inh
COc1ccc(OCCSc2nnc(-c3cccnc3)n2N)cc1	.	.	22.9	2.6%
CCCNC(=O)c1ccccc1NC(=O)c1ccccc1N(C)S(=O)(=O)c1ccccc1	-1.1	.	25.4	1.1%
COc1cccc(NS(=O)(=O)c2ccc3c(c2)CCCN3C(C)=O)c1	7.5	1.6%	26.1	-4.9%
O=C(CSc1ccccc1Cl)NC1CCCc2ccccc21 (stereo not drawn)	2.3	.	-26.6	-1.4%
CN(C(=O)CSc1nc(C2CC2)nc2ccccc12)c1nc(-c2ccccc2)cs1	5.3	2.1%	37.8	-6.5%
COc1cccc(/C=N/NC(=O)CC(=O)NCCc2ccc(OC)c(OC)c2)c1	-4.0	0.9%	-13.9	3.4%
Cc1ccc(-c2oc3ncnc(N)c3c2-c2ccc(C)cc2)cc1	0.3	5.8%	5.3	7.5%
COc1ccc(NC(=O)C(NC(=O)c2ccc(=O)[nH]c2)c2ccc(C)cc2)cc1 (stereo not drawn)	.	.	0.5	4.3%
COC(=O)N1CCC2(CCCN(c3ccccn3)C2)CC1	.	-9.1%	.	-0.2%
CCC(C)OC(=O)n1ccc(C(=O)Nc2nccs2)n1 (stereo not drawn)	12.5	.	?	1.2%
COc1ccc(OC)c(S(=O)(=O)N(C)CC(=O)Nc2ccc3c(c2)OCO3)c1	-2.2	-2.4%	34.6	-1.3%
Cc1cccc(OCC(=O)NC(=S)Nc2ccc(S(=O)(=O)NC3CCCCC3)cc2)c1	-1.2	-11.2%	-22.6	-16.9%

Quoted at random: 3 compounds from above, in no set order.
SMILES	IMPase inh	15-hLO-2 inh	PNC inhibitor	12-hLO inh
CCCNC(=O)c1ccccc1NC(=O)c1ccccc1N(C)S(=O)(=O)c1ccccc1	-1.1	.	25.4	1.1%
COc1cccc(NS(=O)(=O)c2ccc3c(c2)CCCN3C(C)=O)c1	7.5	1.6%	26.1	-4.9%
COc1ccc(OC)c(S(=O)(=O)N(C)CC(=O)Nc2ccc3c(c2)OCO3)c1	-2.2	-2.4%	34.6	-1.3%

Continued.
SMILES	IMPase inh	15-hLO-2 inh	PNC inhibitor	12-hLO inh
Cc1cc(C)c(NC(=O)c2ccc(CN3CCc4ccccc4C3)cc2)c(C)c1	15.5	43.8%[activator]	25.0	6.2%
O=C(COc1ccc(Cl)cc1)Nc1ccc(Cl)cn1	4.5	1.7%	-24.5	-6.3%
Cc1cccc2c(CC(=O)O)noc12	.	.	33.2	-0.5%
CCCCCCn1c(SCCCC)nc2c1c(=O)[nH]c(=O)n2C	-0.3	-4.4%	10.1	-1.0%
CC(C)CNC(=O)c1ccccc1Oc1ccccc1	3.6	-2.6%	-5.3	-0.5%
CN(C)CC(C)(C)NS(=O)(=O)c1ccc(Cl)cc1	-2.6	-2.3%	22.1	-5.9%
COc1cc(OC)cc(C(=O)NCCCN2CCN(CCCNC(=O)c3cc(OC)cc(OC)c3)CC2)c1	.	.	25.3	1.2%
O=C(CSc1ncn[nH]1)N1CCN(S(=O)(=O)c2ccc(Cl)cc2)CC1	2.6	0.2%	8.1	-14.7%
CCOc1ccccc1/C=C(/NC(=O)c1ccccc1)C(=O)NC(C)c1ccccc1 (stereo not drawn)	.	.	?	-1.5%
COc1ccc(C(C)(C)C)cc1NC(=O)CNc1cccc2ccccc12	-0.3	.	41.2	0.3%
O=C(C(Cc1ccccc1)n1cccc1)N1CCCCC1 (stereo not drawn)	1.6	1.0%	?	2.8%
Cc1ccc(/C(N)=N/OC(=O)Oc2ccccc2)cc1	-4.9	0.6%	?	7.1%

Molecules shown so far with a halogen (four):
SMILES	IMPase inh	15-hLO-2 inh	PNC inhibitor	12-hLO inh
O=C(CSc1ccccc1Cl)NC1CCCc2ccccc21 (stereo not drawn)	2.3	.	-26.6	-1.4%
O=C(COc1ccc(Cl)cc1)Nc1ccc(Cl)cn1	4.5	1.7%	-24.5	-6.3%
CN(C)CC(C)(C)NS(=O)(=O)c1ccc(Cl)cc1	-2.6	-2.3%	22.1	-5.9%
O=C(CSc1ncn[nH]1)N1CCN(S(=O)(=O)c2ccc(Cl)cc2)CC1	2.6	0.2%	8.1	-14.7%

(listing goes on)
SMILES	IMPase inh	15-hLO-2 inh	PNC inhibitor	12-hLO inh
Nc1nc2ccc(S(=O)(=O)N3CCCCC3)cc2s1	?	-9.1%	-12.6	-20.6%
CSc1nc(C)cc(SCC(=O)N/N=C/c2ccccc2)n1	.	.	13.5	0.7%
C=CCNc1nc(-c2ccc(Cl)cc2)cs1	5.1	8.7%	49.3	-0.2%
CC(NC(=O)CN(C)Cc1nc2ccccc2c(=O)[nH]1)c1ccccc1 (stereo not drawn)	-1.2	19.2%	48.8	-1.6%
COC(=O)Cc1ccc(NC(=S)N2CCCC(CO)C2)cc1 (stereo not drawn)	-3.7	.	19.2	-0.9%
Cc1nc2ncnn2c(C)c1CCC(=O)N1CCc2ccccc21	7.2	-4.2%	-13.5	-2.3%
CCCCSc1nc(CCC)cc(=O)[nH]1	0.6	-11.2%	-20.3	-0.4%
CCOC(=O)C(NC(=O)CC(C)C)(Nc1sc2c(c1C(N)=O)CCCC2)C(F)(F)F (stereo not drawn)	.	.	0.1	-2.4%
COC(=O)CSCc1nc2ccccc2[nH]c1=O	.	.	-11.7	-3.0%
COc1ccc(C(=O)c2sc3nc(-c4ccc(OC)cc4)ccc3c2N)cc1	1.3	.	?	-1.4%
c1ccc(CCc2nc(-c3cccnc3)no2)cc1	6.1	-4.5%	-17.8	2.0%
CCOC(=O)N1CCN(C(=O)CSCC(=O)N=c2sc3ccccc3n2C)CC1	10.6	-3.5%	-17.0	-6.9%
COc1ccc2nc(NC(=O)c3cc(S(=O)(=O)N4CCOCC4)ccc3C)sc2c1	4.1	-0.9%	-14.0	0.9%
O=C(NC(=S)Nc1ccccc1N1CCOCC1)c1ccco1	2.4	.	1.5	-5.8%
CC1(C)CC(=O)C(C=NCCc2ccccn2)=C(O)C1	-1.7	-4.4%	11.9	-0.3%
CCCCOC(=O)C1C2C=C[C@]3(CN(C(C)c4ccc(OC)cc4)C(=O)[C@H]13)O2 (stereo partly drawn)	4.7	2.3%	?	-1.6%
O=S(=O)(c1ccccc1)N1CCC2(CCCN(c3cccc(-c4ccccc4)c3)C2)CC1	.	7.4%	.	-7.2%
COc1cccc(-c2oc3ccccc3c(=O)c2O)c1	-6.9	?	.	?
CC(=O)Nc1ccc(S(=O)(=O)N2CCN(c3ccccn3)CC2)cc1	5.6	-0.5%	1.2	17.6%
C=C(c1ccc(OCCO)cc1)c1ccc(OCCO)cc1	4.1	-12.3%	41.0	-0.1%
Cc1cccc(NC(=O)N(Cc2nc3ccccc3c(=O)[nH]2)C2CCCC2)c1	-2.3	-6.0%	11.5	9.4%
CC1=NN(Cc2ccccc2)C(=O)C1C(c1ccccc1)C(C#N)C#N (stereo not drawn)	11.7	-17.5%	102.3	-6.1%
Cc1ccc(C)c2nc(N3CCCC3)c(C#N)cc12	-10.4	9.8%	9.5	-10.6%
O=C(CNC(=O)c1ccc(Cl)cc1Cl)NCC(=O)Nc1ccccc1N1CCOCC1	0.7	0.5%	32.4	-1.0%
CC1=CCP(=O)(c2ccccc2)C1 (stereo not drawn)	-15.6	0.9%	20.3	-0.6%
COc1ccc(CN(C)Cc2ccccc2)c(OC)c1OC	.	.	?	-2.7%
COc1ccc(/C(=N/O)C(C)(C)NO)cc1	5.2	-17.2%	22.7	-2.0%
Nc1cccnc1Sc1cccc(Cl)c1	-3.4	-4.1%	-20.2	5.0%
O=C1CN2CCN(CC2)CC(=O)Nc2ccc(cc2)S(=O)(=O)c2ccc(cc2)NC(=O)CN2CCN(CC2)CC(=O)Nc2ccc(cc2)S(=O)(=O)c2ccc(cc2)N1	.	1.1%[11.4 µM]	.	-1.8%[11.4 µM]
COC(=O)Cn1nc(-c2ccccc2)c2ccccc21	4.0	-5.3%	-26.0	-7.9%
Cc1ccc(CNC(=O)C2=CCN(S(=O)(=O)c3ccc(C)cc3)CC2)cc1	.	.	?	-7.3%
CC1CCC(C(C)C)C(OC(=O)COC(=O)c2cc(O)ccc2N)C1 (stereo not drawn)	.	.	40.5	-9.8%
Cc1ccc(NS(=O)(=O)c2ccc3c(c2)oc(=O)n3C)cc1F	3.9	-3.9%	-21.7	3.7%
CS(=O)(=O)N(CC(=O)N1CCCCCC1)c1ccc2c(c1)OCCO2	3.2	-5.7%	?	-6.5%
COc1ccc(C(=O)NCCC(C)C)cc1S(=O)(=O)N1CCOCC1	1.2	3.5%	?	0.2%
Cc1oc(-c2cccs2)[n+]([O-])c1C	-3.4	-3.3%	?	-2.6%
Cc1cc(S(=O)(=O)Nc2ccccc2C(=O)O)ccc1Cl	3.5	-2.8%	-116.6*	-0.5%
CCN(CC)CCNC(=O)c1ccccc1C(=O)c1ncc[nH]1	?	6.5%	26.7	-1.4%
Cc1ccc(C(C)C)c(OCc2ccc(C(=O)N/N=C/c3cccc(O)c3O)cc2)c1	.	.	0.5	-0.9%
NC(=O)C1CCN(C(c2ccccc2F)c2nnnn2Cc2ccco2)CC1 (stereo not drawn)	4.1	-6.3%	67.0	2.1%
O=C(O)[C@H](Cc1ccccc1)N1Cc2ccccc2C1=O	2.2	0.3%	-15.3	2.7%
CC(C)c1ccc(O)c(NC(=O)c2cncc(Br)c2)c1	3.3	-8.9%	?	0.3%
O=C(CCSc1nnc(-c2ccncc2)o1)Nc1ccccc1Cl	4.9	5.8%	-27.2	-2.1%
CCOC(=O)c1sc(NC(=O)CSc2ncccn2)c(C#N)c1C	8.0	-10.6%	?	-5.7%
O=C1c2ccccc2C(=O)c2c1cccc2N1CCN(CCO)CC1	22.3	7.1%	13.1	-1.5%
O=C1C(=O)N(CNc2cccnc2)c2ccccc21	-1.9	.	?	11.6%
C=CCCCCCCC=C	.	-2.9%	.	-6.5%
COc1cc(C2c3c(-c4ccccc4)n[nH]c3C(=O)N2c2ccc(C(=O)O)cc2)ccc1O (stereo not drawn)	1.3	-9.4%	-2.4	-4.2%

Five compounds from above, sorted by count of non-hydrogen atoms, lowest first:
SMILES	IMPase inh	15-hLO-2 inh	PNC inhibitor	12-hLO inh
O=C1C(=O)N(CNc2cccnc2)c2ccccc21	-1.9	.	?	11.6%
CCOC(=O)c1sc(NC(=O)CSc2ncccn2)c(C#N)c1C	8.0	-10.6%	?	-5.7%
O=C1c2ccccc2C(=O)c2c1cccc2N1CCN(CCO)CC1	22.3	7.1%	13.1	-1.5%
Cc1ccc(C(C)C)c(OCc2ccc(C(=O)N/N=C/c3cccc(O)c3O)cc2)c1	.	.	0.5	-0.9%
COc1cc(C2c3c(-c4ccccc4)n[nH]c3C(=O)N2c2ccc(C(=O)O)cc2)ccc1O (stereo not drawn)	1.3	-9.4%	-2.4	-4.2%

(cont.)
SMILES	IMPase inh	15-hLO-2 inh	PNC inhibitor	12-hLO inh
CCSc1nnc(NC(=O)CSc2nnc(Cc3cccn3C)n2CCc2ccccc2)s1	8.4	?	-11.0	-8.9%
CCOc1ccc(-n2c(SC)nc3c(c2=O)SCC3)cc1	6.6	-8.0%	-29.2	0.2%
CC(C)OC(=O)CC(=O)c1sc2nc3c(cc2c1N)CN(C)CC3	9.9	6.5%	17.1	-5.8%
CCc1cc(C(=O)OC)c(NC(=O)CC2NCCNC2=O)s1 (stereo not drawn)	2.3	3.9%	21.9	-9.0%
Cc1noc(C)c1COC(=O)c1ccc2c(c1)OCCO2	3.5	.	-17.5	-1.9%

In a second layout: entries from further up
| mol | IMPase inh | 15-hLO-2 inh | PNC inhibitor | 12-hLO inh |
| --- | --- | --- | --- | --- |
| CCCCCCn1c(SCCCC)nc2c1c(=O)[nH]c(=O)n2C | -0.3 | -4.4% | 10.1 | -1.0% |
| CC(C)CNC(=O)c1ccccc1Oc1ccccc1 | 3.6 | -2.6% | -5.3 | -0.5% |
| CN(C)CC(C)(C)NS(=O)(=O)c1ccc(Cl)cc1 | -2.6 | -2.3% | 22.1 | -5.9% |
